Bioassay records from PubChem.
V1aR counter = counter-screen for oxytocin receptor agonists: human V1a receptor agonists; 0.25% of 320,000 active; AID 2797; CHO-V1R cells, Fluo-8 calcium fluorescence, agonist mode; 0% DMSO, 100% 3 nM vasopressin; P37288; activation, % at 3 µM;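 active = activation above the mean activation of all tested compounds plus 3 SD, per screening run, cut at about 20% in these data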;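 also: signal is peak over basal fluorescence ratio across a 100 second FLIPR read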
GPR7 antagonist = antagonists of human GPR7 (neuropeptides B/W receptor 1) | inhibition, % at 4.4 µM | P48145 | GPR7-expressing cells, fluorescence antagonist assay | 1.1% of 290,000 active; in the data active = inhibition above about 16%, passing the limit was not always enough;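 also: cells stimulated with the agonist NPW; 0% = agonist with vehicle and 100% = vehicle without agonist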
Target sequence (P48145 whole entry, looked up): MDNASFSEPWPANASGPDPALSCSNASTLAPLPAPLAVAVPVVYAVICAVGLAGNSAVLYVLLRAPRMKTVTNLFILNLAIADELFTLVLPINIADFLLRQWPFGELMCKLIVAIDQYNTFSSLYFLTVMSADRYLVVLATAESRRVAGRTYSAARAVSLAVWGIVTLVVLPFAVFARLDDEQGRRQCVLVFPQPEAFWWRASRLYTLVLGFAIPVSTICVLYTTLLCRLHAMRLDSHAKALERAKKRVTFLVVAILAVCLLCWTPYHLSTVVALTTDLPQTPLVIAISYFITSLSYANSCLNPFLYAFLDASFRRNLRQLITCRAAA
PfM18AAP inh = blocks P. falciparum M18 aspartyl aminopeptidase; recombinant PfM18AAP, H-Glu-NHMec fluorogenic cleavage; inhibition, % at 7.35 µM; 1.2% of 290,000 active; AID 1822;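 active = inhibition above the campaign mean inhibition over all tested compounds plus 3 SD, cut at about 28% in these data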;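 also: 0% = plate median of test compound wells and 100% = 2 mM ZnCl2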
OXTR ag = human OXTR agonism. 0.32% of 320,000 active. P30559. activation, % at 3 µM. CHO-OTR cells, Fluo-8 calcium fluorescence; normalized: DMSO 0%, oxytocin 100%. AID 2435;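 active = activation above the mean of all tested compounds plus 3 SD, cutoff set per screening run, cut at about 20% in these data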;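 also: peak over basal fluorescence ratio from a 100 s FLIPR kinetic read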
Target sequence (P30559 whole entry, looked up): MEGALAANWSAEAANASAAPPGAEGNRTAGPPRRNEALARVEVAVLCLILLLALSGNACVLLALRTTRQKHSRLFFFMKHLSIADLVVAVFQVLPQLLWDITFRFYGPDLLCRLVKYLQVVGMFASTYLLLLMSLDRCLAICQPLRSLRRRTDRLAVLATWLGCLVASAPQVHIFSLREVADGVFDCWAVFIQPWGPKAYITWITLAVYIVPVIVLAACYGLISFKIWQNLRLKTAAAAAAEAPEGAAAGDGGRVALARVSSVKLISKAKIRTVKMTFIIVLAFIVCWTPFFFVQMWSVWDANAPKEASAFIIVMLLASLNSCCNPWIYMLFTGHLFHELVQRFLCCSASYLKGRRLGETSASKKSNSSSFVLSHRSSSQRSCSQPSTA
MEKK2mut PB1 HTS = signal of MEK5 binding to mutant human MEKK2 PB1 domain; bead flow cytometry, Alexa488-MEK5 binding to MEKK2 mutant; percent response, % at 10 µM; 0.35% of 290,000 active; AID 1530; in the data active = percent response above about 24%, passing the limit was not always enough; also: inactives centre near 1; some results filed as inactive read as strong as hits
OXTR potentiator = human OXTR potentiation. P30559. CHO-OTR cells, Fluo-8 calcium fluorescence, potentiator mode; 0% = oxytocin EC15, 100% = EC100. activation, % at 3 µM. 0.061% of 320,000 active. AID 2445;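 active = activation above that plate's cutoff, the mean activation of tested compounds plus 3 SD, cut at about 6.6% in these data, passing the limit was not always enough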;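 also: 100% uses oxytocin at 75 nM as the full agonist control; some results filed as inactive read as strong as hits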
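Replication – single well per compound, singlicate · Assay system – CHO cell line stably expressing human OTR · Timing – 6 min pre-incubation, 100 s read · Measure – normalized max/min fluorescence ratio, % activation · Doses – 3.0 µM, one dose · Detection – Fluo-8 calcium dye fluorescence · Probe or stimulus – oxytocin near EC15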
GalR3 antag = human GalR3 antagonism; HEK293 GalR3-CNG cAMP membrane potential fluorescence; galR3 body fused to GalR1 C-terminus; inhibition, % at 3 µM; 0.44% of 360,000 active;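 active = inhibition above the screen-wide average plus 3 SD, cut at about 13% in these data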;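 also: forskolin and galanin both at EC90 stimulate the cells; cAMP rise reported by CNG channel membrane potential dye signal; 0% = forskolin plus galanin with DMSO and 100% = forskolin alone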
Target sequence (O60755 1-299 limits assumed): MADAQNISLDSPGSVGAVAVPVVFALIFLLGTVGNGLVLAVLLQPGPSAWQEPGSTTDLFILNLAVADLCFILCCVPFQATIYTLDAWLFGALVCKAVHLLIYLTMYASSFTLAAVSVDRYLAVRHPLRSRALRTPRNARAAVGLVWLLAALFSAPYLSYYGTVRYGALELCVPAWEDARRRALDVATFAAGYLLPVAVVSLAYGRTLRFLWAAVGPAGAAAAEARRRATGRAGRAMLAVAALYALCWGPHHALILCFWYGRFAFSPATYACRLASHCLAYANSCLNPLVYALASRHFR
NALP1 inh = inhibitors of NALP1 inflammasome in yeast. AID 2071. 0.61% of 280,000 active. inhibition, % at 10 µM. S. cerevisiae NALP1/ASC/caspase-1 growth, X-gal OD620, 72 h; in the data active = inhibition mostly above about 24%, no sharp cut-off; inactive = mostly below about 32%; also: some compounds called inactive have numbers as strong as hits
MEKK2wt PB1 HTS = raises or lowers MEK5 binding to wildtype human MEKK2 PB1 domain. bead flow cytometry, Alexa488-MEK5 binding to MEKK2 WT; actives lie on both sides. Q9Y2U5. AID 1531. binding response (% of control), % at 10 µM. 1.1% of 290,000 active; in the data active = binding response below about 67% or above about 130%
An asterisk follows results filed as active.

What do the screens show for `COc1ccc(S(=O)(=O)NCCc2ccccc2)c2cccnc12`?
V1aR counter: 1.4; GPR7 antagonist: 5; PfM18AAP inh: 3; OXTR ag: 0.2; MEKK2mut PB1 HTS: 2; OXTR potentiator: -9; GalR3 antag: -10; NALP1 inh: -9; MEKK2wt PB1 HTS: 101

How did CCOC(=O)Cc1csc(NC(=O)CN2C(=O)c3ccccc3C2=O)n1 do in these assays?
V1aR counter: -0.1; GPR7 antagonist: -13; PfM18AAP inh: 3; OXTR ag: 0.2; MEKK2mut PB1 HTS: 3; OXTR potentiator: -2; GalR3 antag: -3; NALP1 inh: -7; MEKK2wt PB1 HTS: 99

What do the screens show for `CC1CCN(c2ccc(NC(=O)Cn3c(=O)oc4ccccc43)cc2)CC1`?
V1aR counter: 3.0; GPR7 antagonist: -4; PfM18AAP inh: 12; OXTR ag: -0.2; MEKK2mut PB1 HTS: -1; OXTR potentiator: -3; GalR3 antag: 5; NALP1 inh: 3; MEKK2wt PB1 HTS: 100

How did COc1ccc(NS(=O)(=O)c2cccc(C(=O)N(C)Cc3cccs3)c2)cc1 do in these assays?
V1aR counter: 9.5; OXTR ag: 6.2; OXTR potentiator: -20; GalR3 antag: -3

Results for Cc1ccc(S(=O)(=O)N2[C@@H](c3ccc(Cl)cc3)C(C(=O)O)=CC[C@H]2c2ccc(Cl)cc2)cc1 ?
V1aR counter: -0.1; OXTR ag: -0.8; OXTR potentiator: -16; GalR3 antag: 2

Results for CN(Cc1ccc(C(F)(F)F)cc1)C(=O)C1CCC(=O)N(C2CC2)C1 (stereo not drawn) ?
GPR7 antagonist: -3; PfM18AAP inh: 2; MEKK2mut PB1 HTS: -3; GalR3 antag: 0; NALP1 inh: 5; MEKK2wt PB1 HTS: 100

How did CCCC(=O)N1CCCC(c2nc(-c3cccs3)no2)C1 (stereo not drawn) do in these assays?
V1aR counter: 1.1; GPR7 antagonist: 5; PfM18AAP inh: -2; OXTR ag: -1.0; MEKK2mut PB1 HTS: 3; OXTR potentiator: -3; GalR3 antag: 1; NALP1 inh: 1; MEKK2wt PB1 HTS: 102

What do the screens show for `CN(C)S(=O)(=O)Nc1cccc(NC(=O)CC23CC4CC(CC(C4)C2)C3)c1`?
V1aR counter: 2.6; GPR7 antagonist: 7; PfM18AAP inh: -2; OXTR ag: 0.6; MEKK2mut PB1 HTS: -9; OXTR potentiator: 0; GalR3 antag: -11; NALP1 inh: 19; MEKK2wt PB1 HTS: 96

How did CCSc1ncnc2c1sc1nc3c(cc12)COC(C)(C)C3 do in these assays?
V1aR counter: -0.3; GPR7 antagonist: -10; PfM18AAP inh: 7; OXTR ag: -1.0; MEKK2mut PB1 HTS: -1; OXTR potentiator: -5; GalR3 antag: 1; NALP1 inh: 36; MEKK2wt PB1 HTS: 99

How did C=CCC1(CC=C)CCCN1C(=O)c1cc(COc2cccc(C(F)(F)F)c2)on1 do in these assays?
GPR7 antagonist: -12; PfM18AAP inh: 4; MEKK2mut PB1 HTS: 3; GalR3 antag: -8; NALP1 inh: -2; MEKK2wt PB1 HTS: 104

How did CC(C)C(NC(=O)C1CCCCC1)C(=O)NCCc1ccccc1 (stereo not drawn) do in these assays?
V1aR counter: 0.8; GPR7 antagonist: 6; PfM18AAP inh: -24; OXTR ag: 0.2; MEKK2mut PB1 HTS: -8; OXTR potentiator: -2; GalR3 antag: 3; NALP1 inh: 11; MEKK2wt PB1 HTS: 89

What do the screens show for `COc1cccc(OC)c1C(=O)NN1CCCCC1`?
V1aR counter: -0.3; GPR7 antagonist: -5; PfM18AAP inh: -6; OXTR ag: -0.7; MEKK2mut PB1 HTS: 3; OXTR potentiator: -1; GalR3 antag: -4; MEKK2wt PB1 HTS: 107

Results for Cn1/c(=N/NC(=O)c2cccc(OC(F)F)c2)sc2ccccc21 ?
V1aR counter: -0.2; GPR7 antagonist: -6; PfM18AAP inh: 1; OXTR ag: -1.2; MEKK2mut PB1 HTS: -1; OXTR potentiator: -2; GalR3 antag: -2; NALP1 inh: 26; MEKK2wt PB1 HTS: 103

Results for CCn1cc(C(=O)NCCc2ccc(OC)cc2)c(=O)c2ccc(C)nc21 ?
V1aR counter: 1.5; GPR7 antagonist: -19; PfM18AAP inh: -2; OXTR ag: -1.1; MEKK2mut PB1 HTS: 4; OXTR potentiator: -2; GalR3 antag: -9; NALP1 inh: 10; MEKK2wt PB1 HTS: 100

What do the screens show for `Cc1cc(=O)oc2cc(OCC(=O)Nc3cccc(S(=O)(=O)N(C)C)c3)ccc12`?
V1aR counter: -0.1; GPR7 antagonist: -8; PfM18AAP inh: -2; OXTR ag: 0.5; MEKK2mut PB1 HTS: -2; OXTR potentiator: 0; GalR3 antag: -6; NALP1 inh: 13; MEKK2wt PB1 HTS: 95

What do the screens show for `CCCNc1c(NS(=O)(=O)c2cccs2)c(=O)oc2ccccc12`?
V1aR counter: -0.4; GPR7 antagonist: -1; PfM18AAP inh: 4; OXTR ag: -1.2; MEKK2mut PB1 HTS: -11; OXTR potentiator: -4; GalR3 antag: -8; NALP1 inh: 18; MEKK2wt PB1 HTS: 95

How did Cc1ccc(NC(=O)COc2ccc(Br)cc2CO)cc1S(=O)(=O)N1CCOCC1 do in these assays?
V1aR counter: 5.5; OXTR ag: 4.5; OXTR potentiator: -8; GalR3 antag: -6

Results for CN1CCN(c2ccc([N+](=O)[O-])c(-n3nc(-c4ccccc4)c4ccccc4c3=O)c2)CC1 ?
V1aR counter: 1.3; GPR7 antagonist: 5; PfM18AAP inh: -7; OXTR ag: 2.6; MEKK2mut PB1 HTS: 4; OXTR potentiator: -5; GalR3 antag: 5; NALP1 inh: 12; MEKK2wt PB1 HTS: 119

Results for Cc1cc(C)c(OCC(=O)Nc2ccc(S(=O)(=O)N3CCCC3)cc2)c(C)c1 ?
V1aR counter: 1.3; OXTR ag: -0.6; OXTR potentiator: -15; GalR3 antag: -4

Results for Cc1cccn2c(=O)c(/C=C(\C#N)C(N)=O)c(N3CCN(c4cccc(Cl)c4)CC3)nc12 ?
GPR7 antagonist: -6; PfM18AAP inh: -12; MEKK2mut PB1 HTS: -1; GalR3 antag: -7; NALP1 inh: -5; MEKK2wt PB1 HTS: 102

How did CCOC(=O)C1=C(CC)Nc2ccccc2N=C1NC(=O)CCN1C(=O)C2CCCCC2C1=O (stereo not drawn) do in these assays?
V1aR counter: -0.8; GPR7 antagonist: -3; PfM18AAP inh: 1; OXTR ag: -1.7; MEKK2mut PB1 HTS: -8; OXTR potentiator: 6; GalR3 antag: 6; NALP1 inh: 5; MEKK2wt PB1 HTS: 91

Results for COc1cccc(OC)c1NC(=O)Cn1nc(-c2ccc3c(c2)OCCO3)ccc1=O ?
V1aR counter: -0.9; GPR7 antagonist: 5; PfM18AAP inh: -6; OXTR ag: -1.0; MEKK2mut PB1 HTS: 3; OXTR potentiator: -1; GalR3 antag: -7; NALP1 inh: 11; MEKK2wt PB1 HTS: 103

What do the screens show for `CCCCNC(=O)Cn1cnc2sc(C(=O)OCC)c(C)c2c1=O`?
V1aR counter: 1.9; GPR7 antagonist: -20; PfM18AAP inh: 8; OXTR ag: 1.7; MEKK2mut PB1 HTS: 1; OXTR potentiator: -3; GalR3 antag: -3; NALP1 inh: 9; MEKK2wt PB1 HTS: 98

How did COC(=O)c1ccc(OCC(=O)NCCC2=CCCCC2)c(OC)c1 do in these assays?
V1aR counter: -0.5; OXTR ag: -2.2; OXTR potentiator: -1; GalR3 antag: -8

Results for CC1CC1C(=O)OCC(=O)Nc1ccc(N=Nc2ccccc2)cc1 (stereo not drawn) ?
V1aR counter: 3.1; GPR7 antagonist: -7; PfM18AAP inh: 2; OXTR ag: -1.8; MEKK2mut PB1 HTS: 5; OXTR potentiator: -3; GalR3 antag: -6; NALP1 inh: 34; MEKK2wt PB1 HTS: 107

What do the screens show for `O=C(O)c1cc(S(=O)(=O)N2CCCCCC2)ccc1Cl`?
V1aR counter: -0.1; GPR7 antagonist: -13; PfM18AAP inh: 2; OXTR ag: -0.5; MEKK2mut PB1 HTS: 5; OXTR potentiator: -10; GalR3 antag: -6; NALP1 inh: 4; MEKK2wt PB1 HTS: 104

Results for O=C(Nc1ccc([N+](=O)[O-])cc1)c1ccc(S(=O)(=O)N2CCCC2)cc1 ?
V1aR counter: 12; GPR7 antagonist: 3; PfM18AAP inh: -3; OXTR ag: 10; MEKK2mut PB1 HTS: -3; OXTR potentiator: -8; GalR3 antag: -7; NALP1 inh: 0; MEKK2wt PB1 HTS: 98

What do the screens show for `CN(C)C(=O)c1ccc(Nc2nnc(-c3ccc(O)cc3)c3ccccc23)cc1`?
V1aR counter: -0.5; GPR7 antagonist: -11; PfM18AAP inh: 10; OXTR ag: -0.1; MEKK2mut PB1 HTS: 2; OXTR potentiator: -2; GalR3 antag: -9; NALP1 inh: 2; MEKK2wt PB1 HTS: 98

What do the screens show for `C[C@H](NC(=O)c1ccccc1)C(=O)OCC(=O)c1c[nH]c2ccccc12`?
V1aR counter: 0.9; OXTR ag: 0.7; OXTR potentiator: 1; GalR3 antag: -5

What do the screens show for `Cc1ccc(C(=O)CSc2nc3ccccc3c(=O)n2N)o1`?
V1aR counter: 0.4; GPR7 antagonist: -7; PfM18AAP inh: 9; OXTR ag: -0.3; MEKK2mut PB1 HTS: 8; OXTR potentiator: 3; GalR3 antag: -5; NALP1 inh: 1; MEKK2wt PB1 HTS: 112

Results for O=C(NNC(=S)Nc1cccc(Cl)c1)c1ccccc1 ?
V1aR counter: 0.7; GPR7 antagonist: -21; PfM18AAP inh: 3; OXTR ag: 0.6; MEKK2mut PB1 HTS: 4; OXTR potentiator: -8; GalR3 antag: 0; NALP1 inh: 7; MEKK2wt PB1 HTS: 105

What do the screens show for `CCOc1ccc(OCC(=O)OCC(=O)NNC(=O)c2ccc([N+](=O)[O-])cc2)cc1`?
V1aR counter: -1.1; OXTR ag: -0.7; OXTR potentiator: -9; GalR3 antag: -3

How did O=C(COC(=O)C1=Cc2ccccc2OC1)NC1CCCC1 do in these assays?
V1aR counter: 0.2; GPR7 antagonist: -14; PfM18AAP inh: -5; OXTR ag: -1.2; MEKK2mut PB1 HTS: 9; OXTR potentiator: -5; GalR3 antag: -7; NALP1 inh: 21; MEKK2wt PB1 HTS: 107

How did Cc1cccc(C(=O)NC(=S)NC(C)c2ccccc2)c1 (stereo not drawn) do in these assays?
V1aR counter: -0.4; OXTR ag: -1.8; OXTR potentiator: -18; GalR3 antag: -7

How did Cc1cc(NC(=O)COC(=O)CCC(=O)c2ccc(F)cc2)no1 do in these assays?
V1aR counter: 0.0; GPR7 antagonist: 0; PfM18AAP inh: -2; OXTR ag: -1.0; MEKK2mut PB1 HTS: 13; OXTR potentiator: -12; GalR3 antag: 0; NALP1 inh: 22; MEKK2wt PB1 HTS: 108

What do the screens show for `O=C(CSc1nnc(-c2ccncc2)o1)Nc1cc(F)ccc1F`?
V1aR counter: 1.1; OXTR ag: 1.6; OXTR potentiator: -7; GalR3 antag: -3
